# Assay outcomes: PubChem, several laboratories
# West Nile antiviral = inhibition of WNV-induced cytopathic effect – cell-based, CPE readout (AID 1621) | actives 0.02% (n = 290,000) | West Nile virus-infected cells, CPE inhibition; higher % means a stronger effect | one-dose CPE inhibition, % at 10 µM; IC50 in µM for titrated hits; in the data active = a potency from the dose series; inconclusive = CPE inhibition mostly from about 3.7% at the one dose, without a potency; inactive = the rest, 99 in 100 with CPE inhibition below about 2.2%; note: strong numbers were not always called active
# KOR beta-arrestin-1 = KOR agonists, beta-arrestin recruitment, primary screen, cell-based, luminescence, uHTS (AID 1777); actives 0.02% (n = 280,000); KOR beta-arrestin recruitment, luminescence; higher % means a stronger effect; activation, % at 10 µM; hits with a dose series show EC50 in µM; in the data active = activation above about 50%, passing the limit was not always enough; note: a part of the inactive calls stands beside numbers as strong as those of hits
# HIV peptide binding = cell-free HIV fusion peptide-binding blockers – biochemical, uHTS, fluorescence dequenching, primary screen (AID 1986); actives 0.3% (n = 290,000); cell-free peptide binding, fluorescence dequenching, 30 min; higher % means a stronger effect; inhibition, % at 20 µM, or IC50 in µM where a hit was titrated; in the data active = inhibition mostly above about 52%, no sharp cut-off; inactive = mostly below about 76%; note: some results filed as inactive read as strong as hits
# Yfh1-depleted yeast = mitochondrial function rescue without frataxin homolog – Friedreich's ataxia, plus single-dose screen, dose response (AID 1465). S. cerevisiae Yfh1-off respiration, WST-1 reduction, 72 h; higher fold induction means a stronger effect. one-dose fold induction at 50 µM; EC50 in µM for titrated hits. actives 0.074% (n = 220,000);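 active = fold induction of absorbance versus untreated yeast above a set limit, then at least 30% activation at any dose in follow-up; inconclusive = repeats straddling the limit, or above it without dose testing; inactive = fold induction below the set limit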;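 note: activators that raise dye reduction in frataxin-depleted yeast; strong numbers were not always called active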
# AID2073 = inhibitors of Mint1-CaV2.2 protein interaction, biochemical, HTRF (AID 2073) | actives 0.19% (n = 290,000) | HTRF protein-protein interaction, Mint1-CaV2.2; higher % means a stronger effect | one-dose inhibition, % at 20 µM; IC50 in µM for titrated hits; in the data active = inhibition mostly above about 51%, no sharp cut-off; inconclusive = no clear call, values can overlap the other calls; inactive = mostly below about 53%; note: some results filed as inactive read as strong as hits
# NS5 inhibitors = Dengue-2 NS5 methyltransferase inhibitors, primary screen, biochemical, confirmation dose response (AID 588689) | Dengue-2 NS5 methyltransferase capping enzyme assay, biochemical; higher % means a stronger effect | inhibition, % at 25 µM; hits with a dose series show IC50 in µM | actives 0.3% (n = 340,000); in the data active = a potency from the dose series; inconclusive = inhibition above about 29% without an active follow-up result
# KOR beta-arrestin-2 = KOR antagonists, beta-arrestin recruitment, cell-based, luminescence, uHTS (AID 1778); KOR beta-arrestin recruitment, luminescence, antagonist mode; higher % means a stronger effect; inhibition, % at 10 µM, or IC50 in µM where a hit was titrated; actives 0.091% (n = 290,000); note: strong numbers were not always called active
# NOD1 NF-kB reporter = NOD1 signaling inhibitors, primary screen, cell-based, luminescence, uHTS (AID 1578); one-dose inhibition, % at 4 µM; EC50 in µM for titrated hits; NOD1-driven NF-kB luciferase reporter cells, luminescence; higher % means a stronger effect; actives 1% (n = 290,000); in the data active = inhibition mostly above about 36%, no sharp cut-off; inactive = mostly below about 34%;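 note: HEK-293T reporter cells stimulated with the NOD1 agonist gamma-tri-DAP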
# NOD2 inhibition = NOD2 signaling inhibitors, cell-based, luminescence, uHTS, HEK293 (AID 1566); HEK293 NOD2/NF-kB luciferase reporter, luminescence; higher % means a stronger effect; one-dose inhibition, % at 4 µM; EC50 in µM for titrated hits; actives 0.63% (n = 290,000); note: many of its hits are not listed in these tables
# Starred values were filed as active, the others as inactive; i = inactive; ? = inconclusive; . = no result given; [ ] = another dose, or the depositor's remark. Cut-off read from the data, not from the text of the source, unless noted: active = inhibition above about 50%; inactive = the rest. The list is partial; the hit share may differ from the screen's.
[1] CCc1cc2c(N[C@@H](Cc3ccccc3)C(=O)O)ncnc2s1
[2] CCc1cc(=O)oc2cc(C)cc(OCC(=O)N[C@@H](CSCc3ccccc3)C(=O)O)c12
[3] CC(C)CNC(=S)NNC(=O)c1csc2c1CCCC2
[4] CCc1ccc(NC(=O)NNC(=O)c2ccc3ccccc3c2O)cc1
[5] Cc1cccc(C)c1-n1nnnc1-c1cnccc1C(F)(F)F
[6] CCn1c(C)nc2cc(C(=O)NNC(=O)Nc3cccc(Cl)c3)ccc21
[7] CSc1nc(C)cc(SCC(=O)N/N=C/c2ccccc2)n1
[8] Cc1cccc(Nc2cc(=O)[nH]c(=O)[nH]2)c1C

screen / no.	1	2	3	4	5	6	7	8
West Nile antiviral	0.3%	0.1%	0.1%	-0.3%	0.2%	0.2%	-1.0%	0.4%
KOR beta-arrestin-1	-0.9%	-1.1%	-3.1%	0.2%	.	.	6.9%	0.4%
HIV peptide binding	-0.4%	4.2%	-3.5%	5.5%	-2.5%	-0.9%	-1.1%	1.2%
Yfh1-depleted yeast	.	.	i	.	i	i	i	i
AID2073	11%	19%	-26%	6%	-4%	4%	-3%	-5%
NS5 inhibitors	1%	1%	-5%	-29%	-10%	.	-1%	-7%
KOR beta-arrestin-2	-16%	-7%[20 µM]	-32%	9%	3%	-28%[20 µM]	-12%	-8%
NOD1 NF-kB reporter	3%	-18%	18%	-14%	-4%	-5%	-1%	6%
NOD2 inhibition	23%	13%	6%	6%	14%	-22%	9%	22%

[9] Fc1ccccc1CSc1nnc2ccc(-c3ccncc3)nn12
[10] O=C(c1cc2cc(Cl)ccc2oc1=O)N1CCCCCCC1
[11] CC(=O)c1cccc(NC(=O)N2CCN(S(C)(=O)=O)CC2)c1
[12] CCOc1ccc(OCC)c(S(=O)(=O)N2CCC(C)CC2)c1
[13] COc1ccc2cc3cc(C(=O)NCc4ccccn4)oc3nc2c1
[14] CCS(=O)(=O)N1Cc2ccccc2CC1C(=O)Nc1nc2c(C)cccc2s1 (configuration not stated)
[15] CCN(Cc1cnn(C)c1)C(=O)c1cc(COc2ccc(F)cc2F)on1
[16] CCOC(=O)c1cc2c(ccn2C)n1CC(=O)N(CC)CC

screen / no.	9	10	11	12	13	14	15	16
West Nile antiviral	-0.1%	-1.3%	0.3%	-0.4%	.	-0.7%	-0.1%	-0.1%
KOR beta-arrestin-1	2.7%	3.1%	1.2%	-4.3%	7.4%	1.9%	1.3%	1.8%
HIV peptide binding	1.8%	1.3%	2.2%	0.2%	-2.3%	1.0%	-1.2%	3.7%
Yfh1-depleted yeast	i	.	i	i	.	i	i	i
AID2073	-1%	6%	22%	-6%	17%	9%	-2%	-1%
NS5 inhibitors	3%	.	-8%	-6%	-4%	-2%	-3%	-2%
KOR beta-arrestin-2	-30%	-3%	-18%	-15%	-17%	.	0%	-21%[20 µM]
NOD1 NF-kB reporter	-24%	-17%	-1%	1%	18%	-17%	-12%	-22%
NOD2 inhibition	12%	14%	-6%	0%	-7%	-1%	-19%	-2%

[17] Cc1c(C(=O)N2CCOCC2)c(S(=O)(=O)N2CCN(c3ccc(Cl)cc3)CC2)c(C)n1C
[18] O=C(CN1C(=O)NC2(CCc3ccccc32)C1=O)NCC(F)(F)F (configuration not stated)
[19] COc1cc(OC)c(NC(=O)Cc2cccs2)cc1Cl
[20] COc1ccc(NC(=O)C#Cc2ccccc2)cc1
[21] COc1cccc(CN2CCNC(=O)C2CC(=O)NCCc2ccccn2)c1 (configuration not stated)
[22] O=C(Nc1ccc2c(c1)oc1ccccc12)c1ccc(Br)o1
[23] COC(=O)c1nnn(CC(=O)Nc2cccc(OC)c2)c1C(=O)OC
[24] COC(=O)C(C)(C)ONC(=O)Nc1ccc(C)cc1

screen / no.	17	18	19	20	21	22	23	24
West Nile antiviral	-0.3%	0.2%	-1.3%	?	-0.1%	0.2%	-0.1%	-0.1%
KOR beta-arrestin-1	-3.4%	0.7%	-2.5%	-3.0%	-6.6%	51%	1.6%	-1.3%
HIV peptide binding	-0.8%	0.9%	-0.5%	-1.9%	0.3%	12%	0.6%	-0.6%
Yfh1-depleted yeast	.	.	.	.	i	i	i	i
AID2073	7%	-17%	-2%	3%	-6%	4%	-2%	0%
NS5 inhibitors	-2%	-4%	-3%	.	-3%	1%	-3%	1%
KOR beta-arrestin-2	-8%	-15%	-8%	-1%	17%	-13%	-32%	20%
NOD1 NF-kB reporter	-11%	-35%	-14%	-8%	-25%	-53%	-9%	-11%
NOD2 inhibition	4%	1%	-17%	-8%	7%	-50%	0%	16%

[25] O=C(Nc1ccc(OC(=O)c2ccccc2)c(-c2nc3ccccc3s2)c1)c1ccccc1
[26] Cc1ccc(S(=O)(=O)Oc2ccccc2/C=N/NC(=O)c2nn(C)cc2[N+](=O)[O-])cc1
[27] O=C(O)c1cccc(N2CCCC2=O)c1
[28] Cc1cc(C)c(C)c(S(=O)(=O)N2CCSCC2)c1C
[29] CCOC(=O)C1=C(C)n2c(s/c(=C3\C(=O)Nc4ccccc43)c2=O)=NC1c1ccc(OC)cc1 (configuration not stated)
[30] COc1ccccc1CC(NC(C)=O)C(=O)NC1CCN(C(=O)NCc2ccccc2)CC1 (configuration not stated)
[31] CCOc1ccc(Br)cc1C1C(C(=O)OC)=C(N)Oc2cc(N(C)C)ccc21 (configuration not stated)
[32] CC(=O)NS(=O)(=O)c1ccccc1

screen / no.	25	26	27	28	29	30	31	32
West Nile antiviral	-0.3%	-0.5%	0.6%	-0.5%	-0.2%	0.0%	0.0%	0.4%
KOR beta-arrestin-1	-2.2%	-3.0%	-1.1%	-1.9%	-6.1%	-4.3%	-4.6%	10%
HIV peptide binding	-0.1%	-0.4%	0.1%	-1.8%	-6.7%	-1.0%	53%	0.8%
Yfh1-depleted yeast	i	i	i	.	i	.	?	i
AID2073	?	4%	2%	4%	17%	-6%	12%	8%
NS5 inhibitors	4%	-6%	-5%	-3%	12%	8%	-1%	-10%
KOR beta-arrestin-2	16%	-18%	4%	-29%[20 µM]	18%	-29%	13%	22%
NOD1 NF-kB reporter	-36%	-15%	-20%	16%	0%	-31%	22%	-10%
NOD2 inhibition	-92%	0%	12%	2%	6%	3%	-21%	5%

[33] COc1ccc(NC(=O)c2ccccc2-c2ccccc2)cc1
[34] O=C(O)CCC(=O)N(Cc1ccco1)C1CC(=O)N(c2ccccc2)C1=O (configuration not stated)
[35] COc1cc2c(cc1OC)CN(CC(=O)Nc1cccc([N+](=O)[O-])c1)CC2
[36] N#CCC(=O)N/N=C\c1cccc(OC/C=C/c2ccccc2)c1
[37] CCCCn1c(N)c(N(CCOC)C(=O)c2oc3ccc(OC)cc3c2C)c(=O)[nH]c1=O
[38] Cc1ccc(NC(=O)c2ccc3c(c2)[nH]c(=O)n3C(C)C)cc1
[39] CCCCS(=O)(=O)N1CCC(C(=O)NCC2CCCO2)CC1 (configuration not stated)
[40] CCCCn1c(Cc2ccccc2)nnc1SCC(=O)Nc1cc(C)on1

screen / no.	33	34	35	36	37	38	39	40
West Nile antiviral	-0.3%	0.1%	-1.4%	-0.2%	-0.1%	0.2%	-0.3%	0.2%
KOR beta-arrestin-1	-4.1%	0.8%	-2.7%	.	-1.6%	-1.6%	1.6%	-4.8%
HIV peptide binding	-1.2%	0.9%	-0.8%	5.4%	1.1%	0.0%	-0.5%	0.9%
Yfh1-depleted yeast	i	i	.	.	.	i	.	i
AID2073	2%	1%	16%	20%	5%	-1%	7%	3%
NS5 inhibitors	-1%	-3%	-7%	-3%	-1%	-6%	-2%	-2%
KOR beta-arrestin-2	-19%	-2%	8%	.	7%	13%	-71%[20 µM]	-15%
NOD1 NF-kB reporter	-17%	-8%	0%	-61%	-39%	7%	-9%	112%*
NOD2 inhibition	15%	12%	15%	-166%	-5%	16%	3%	10%

[41] COc1ccc2[nH]c(C(=O)Nc3ccc(C)c(F)c3)cc2c1
[42] Cc1ccc(/C=N/NC(=O)c2ccc(OC3CCCC3)cc2)o1
[43] COc1cc(NC(=O)Cc2ccccc2)nc(OC)n1
[44] CCC(=O)Nc1nnc(SCc2ccccc2F)s1
[45] Cc1ccc(NC(=O)c2cc(C)nc3ccccc23)c(C)c1
[46] O=C(Nc1cccc(S(=O)(=O)NC2=NCCC2)c1)c1cc(-c2ccccn2)nc2ccccc12
[47] O=C(NN=C1CCCCCCC1)c1ccccn1

screen / no.	41	42	43	44	45	46	47
West Nile antiviral	0.1%	0.2%	0.6%	.	-0.4%	0.3%	0.1%
KOR beta-arrestin-1	1.6%	-0.3%	-1.1%	-1.7%	-1.8%	-0.4%	3.1%
HIV peptide binding	-0.7%	-0.5%	-0.5%	0.0%	0.6%	-2.8%	0.4%
Yfh1-depleted yeast	i	.	.	.	.	i	i
AID2073	17%	6%	6%	-3%	5%	2%	4%
NS5 inhibitors	-2%	-5%	-3%	-4%	-5%	0%	0%
KOR beta-arrestin-2	-69%	-8%	16%	-11%	-23%[20 µM]	4%	-4%
NOD1 NF-kB reporter	3%	11%	7%	-32%	-35%	5%	-45%
NOD2 inhibition	-12%	-21%	3%	1%	1%	1%	0%
